# GC-B act: GC-B (human) receptor activation; P20594; AID 1920062; hit rate 0.11% among 370,000; HEK293-GC-B cells, CNP EC30, cGMP TR-FRET; 0% at EC30 CNP, 100% saturating CNP; activation, % at 10 µM;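 active = activation at 10 µM reaching about 35% in either raw or pattern-adjusted values, limit read from the data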
# HTRA1 inh: HTRA1 (human) protease inhibition | Q92743 | recombinant HTRA1, FP-rhodamine activity-based probe, fluorescence polarization | inhibition, % at 5.96 µM | hit rate 0.5% among 340,000 | AID 504803; in the data active = inhibition above about 36%;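 note: 0% = enzyme with DMSO and 100% = wells lacking enzyme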
# PG9 Ab binder: binds the HIV-1 gp120 antibody PG9 | inhibition, % at 6.7 µM | hit rate 0.43% among 360,000 | TR-FRET gp120-PG9 antibody binding; in the data active = inhibition above about 8.5%
# rCAG RNA binder: r(CAG) repeat RNA binding; TO-PRO-1 dye displacement fluorescence; inhibition, % at 3 µM; hit rate 1.3% among 370,000; AID 651821;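 active = inhibition above the plate cutoff, the mean of all test compounds on that plate plus 3 SD, cut at about 35% in these data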;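 note: 0% = DMSO alone and 100% = 100 µM mitoxantrone as full dye displacement; higher means more dye released from RNA so lower well fluorescence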
# NR1D1 modulator: Rev-erb alpha (human) modulation; Rev-erbα–FITC-DNA binding, fluorescence polarization, 90 min; activity, % at 10 µM; hit rate 0.79% among 370,000; AID 1259318;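 active = activity above about 14%, limit read from the data; passing the limit was not always enough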;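 note: 0% = DMSO wells with 35 nM protein and 100% = DMSO wells with 750 nM protein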
# Target sequence (P20393 whole entry, looked up): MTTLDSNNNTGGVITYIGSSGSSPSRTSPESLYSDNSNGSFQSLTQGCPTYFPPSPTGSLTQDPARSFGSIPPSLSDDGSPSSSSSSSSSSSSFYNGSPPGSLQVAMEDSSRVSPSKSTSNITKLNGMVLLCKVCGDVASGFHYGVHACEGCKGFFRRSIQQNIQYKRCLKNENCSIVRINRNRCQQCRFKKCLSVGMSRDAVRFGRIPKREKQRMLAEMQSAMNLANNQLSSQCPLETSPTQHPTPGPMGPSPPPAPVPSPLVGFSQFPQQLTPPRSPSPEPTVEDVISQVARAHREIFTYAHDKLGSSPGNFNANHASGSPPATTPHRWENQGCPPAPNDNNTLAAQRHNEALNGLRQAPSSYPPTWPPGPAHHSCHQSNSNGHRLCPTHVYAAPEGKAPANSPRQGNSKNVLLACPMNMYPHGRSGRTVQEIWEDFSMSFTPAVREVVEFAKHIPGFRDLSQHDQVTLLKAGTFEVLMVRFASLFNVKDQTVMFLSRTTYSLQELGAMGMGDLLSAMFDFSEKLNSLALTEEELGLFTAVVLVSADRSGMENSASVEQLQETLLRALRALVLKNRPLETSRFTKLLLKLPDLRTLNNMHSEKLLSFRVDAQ
# mABHD4 FP: inhibits mouse alpha/beta hydrolase domain 4; inhibition, % at 8.92 µM; hit rate 0.54% among 370,000; Q8VD66; AID 720543; purified mABHD4, FP-Rh probe fluorescence polarization;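 active = inhibition exceeding the mean over every tested compound plus 3 SD, cut at about 30% in these data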;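 note: 0% = plate median of compound wells and 100% = S159A mutant with DMSO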
# Target sequence (Q8VD66 whole entry, looked up, the tested form may be a part): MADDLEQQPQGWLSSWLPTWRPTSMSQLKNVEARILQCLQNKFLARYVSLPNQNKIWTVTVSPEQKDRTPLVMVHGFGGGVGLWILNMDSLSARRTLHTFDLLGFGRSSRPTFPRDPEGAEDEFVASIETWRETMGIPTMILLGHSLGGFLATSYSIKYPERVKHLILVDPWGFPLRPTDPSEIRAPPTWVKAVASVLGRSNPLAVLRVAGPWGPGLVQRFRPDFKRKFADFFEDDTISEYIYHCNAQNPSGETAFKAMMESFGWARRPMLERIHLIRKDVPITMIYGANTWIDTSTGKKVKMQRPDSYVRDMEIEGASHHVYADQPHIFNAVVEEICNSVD
#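 assay system = mABHD4 protein | compound dosing = single nominal dose of 8.92 µM, 0.89% DMSO final | read-out basis = percent inhibition of probe binding, normalized to plate controls | schedule = Enzyme–compound pre-incubation 45 min, then probe 60 min, both 25 °C | detection = fluorescence polarization, excitation 525 nm, emission 598 nm, BODIPY TMR filters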
# ASAP1 GAP inh: inhibitors of human ASAP1 ArfGAP activity | Q9ULH1 | ASAP1-stimulated ARF1 GTP hydrolysis, GDP FP detection | inhibition, % at 16.5 µM | hit rate 0.19% among 360,000 | AID 624377; in the data active = inhibition above about 25%;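 note: 0% = vehicle with enzyme and substrate and 100% = no enzyme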
# SMARCA2 activ: increases SMARCA2 function in MMTV reporter cells; MG213 cells, MMTV-luciferase reporter, dexamethasone, overnight; activation, % at 9.1 µM; hit rate 1% among 370,000; in the data active = activation above about 7.8%;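 note: 0% = vehicle wells and 100% = reference activator wells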
# ARFGAP1 inhibitor: inhibits rat ARF GTPase activating protein 1. Arfgap1-stimulated ARF1 GTP hydrolysis, GDP FP detection. inhibition, % at 16.5 µM. hit rate 0.26% among 360,000;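 active = inhibition above a per-plate limit, mean inhibition of low control wells plus 3 SD, cut at about 25% in these data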;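 note: 0% = DMSO wells with enzyme and 100% = wells lacking Arfgap1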
# Target sequence (Q62848 1-136 limits assumed): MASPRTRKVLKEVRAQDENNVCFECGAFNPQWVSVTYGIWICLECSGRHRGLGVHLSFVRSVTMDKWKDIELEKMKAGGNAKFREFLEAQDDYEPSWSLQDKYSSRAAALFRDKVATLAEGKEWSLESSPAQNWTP
#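 Assay system: purified rat His6-Arfgap1 residues 1-136 (GAP domain); Reagent: human Δ17 ARF1 bound to GTP; Dosing: 16.5 µM single point, 1.26% DMSO; Times: GTP hydrolysis reaction 2 h at 25 °C; Signal: FP, GDP Alexa 633 tracer displaced from anti-GDP antibody, 620/688 nm; Measure: % inhibition from polarization.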
# NPR1 activator: GC-A (human) enzyme activation. HEK293 GC-A cells, cGMP TR-FRET, EC30 ANP; 0% at EC30 ANP, 100% saturating ANP. activation, % at 10 µM. hit rate 0.14% among 370,000. P16066; in the data active = activation above about 40%
# * hit, by the source's call; · = no result given; & = joins results of further samples.
no.	SMILES	mABHD4 FP	rCAG RNA binder	NPR1 activator	HTRA1 inh	PG9 Ab binder	SMARCA2 activ	ASAP1 GAP inh	GC-B act	NR1D1 modulator	ARFGAP1 inhibitor
1	COC(=O)c1cc2ccccc2c(-c2c(O)ccc3ccccc23)c1O	-35	5	-3	-42	-0.6	-4	-15	-13	2	14
2	CCOc1ccc(OCCC(=O)OCC(=O)Nc2ccc(N3CCOCC3)cc2)cc1	1	-8	-1	2	-1.3	-2	12	3	-5	0
3	COc1ccc(CN(C)C(=O)CCN(c2ccccc2)S(=O)(=O)c2ccc(C)cc2)c(OC)c1	1	-6	-4	-21	0.9	2	-1	2	10	3
4	C/C(N)=C(/C#N)C(=O)CSc1nnc(Cc2ccccc2F)n1N	4&9	3&2	5&3	4&6	-3.8&-2.0	4&-1	-7&13	2&0	-1&4	0&9
5	CCCN(CC1CC1)C(=O)CN1C(=O)C2CCCCN2C(=O)c2ccccc21 (configuration not stated)	2	0	-2	·	·	3	·	-7	1	·
6	Cc1noc(C(=O)N2CCN(Cc3ccc4c(c3)OCO4)CC2)c1Cl	2	-1	3	-7	-0.6	0	1	6	-5	-5
7	O=C(Nc1cccc([N+](=O)[O-])c1)c1cc2ccccc2cc1O	7	39*	19	-5	-2.1	-10	3	6	-2	0
8	Cc1ccc(CC(=O)NCCS(=O)c2ccc(Cl)cc2)cc1 (configuration not stated)	2	0	-3	0	-2.8	1	4	-2	0	8
9	Cc1ccc(-c2csc(NC(=O)CCNC(=O)c3ccc(Cl)cc3)n2)cc1	-2	1	-26	-10	0.1	0	4	-15	-1	0
10	COc1ccc(S(=O)(=O)NCCc2ccc(F)cc2)cc1	-2	-5	0	-1	0.1	-2	4	-2	1	-5
11	CCC(C)N(C(=O)COC(=O)Cc1n[nH]c(=O)c2ccccc12)C1CCS(=O)(=O)C1 (configuration not stated)	-1	-4	4	8	-0.1	-1	-5	1	0	-5
12	Cc1cc(C(=O)CN2C(=O)NC(CC(C)C)C2=O)c(C)n1-c1ccccc1F (configuration not stated)	0	0	3	-7	-0.5	0	-2	-1	1	2
13	O=C(OCc1cc([N+](=O)[O-])cc2c1OCOC2)c1ccccn1	8	-1	-2	2	1.0	-3	-6	5	3	2
14	CC(=O)Nc1ccc(S(=O)(=O)NCC2CCC(C(=O)NC(C)c3ccccc3)CC2)cc1 (configuration not stated)	2	-5	-2	-1	-1.8	5	-2	5	-5	-8
15	c1ccc(Cn2c(CSc3nnnn3-c3ccccc3)nc3ccccc32)cc1	2	-2	-9	-4	-1.8	-5	-6	-7	-9	-7
16	CC(SC1=NCCN1S(=O)(=O)c1ccc(F)cc1)c1ccccc1 (configuration not stated)	-9	-7	-5	-9	-2.2	0	3	0	9	7
17	CCCc1nnc(NC(=O)CCC(=O)N2CCN(Cc3ccc(Cl)cc3)CC2)s1	-1	-6	-1	12	-0.4	-3	-6	-1	-2	4
18	O=C(Nc1cc2c3c(c1)CC(=O)N3CCC2)c1ccco1	4	2	0	-4	-1.4	-1	9	-1	6	-6
19	COCCn1nnnc1C(c1ccc(OC)cc1)N1CCN(c2ccccc2F)CC1 (configuration not stated)	-1	-7	0	-1	0.3	-1	13	1	-2	3
20	CCOC(=O)CC(=O)CSc1nc(C)cc(-c2cccnc2)c1C#N	3	2	0	-3	0.3	6	3	-5	-4	10
21	COc1ccc(OC)c(Nc2cc(C)nc3ccc(C)cc23)c1	0	3	0	-8	-2.1	-1	5	-9	0	-2
22	CCOC(=O)c1ccc[n+](CC(=O)Nc2cc(C(F)(F)F)ccc2Cl)c1	1	5	1	-16	0.2	0	-9	1	-8	-2
23	COc1ccc(CN2CCC[C@]3(N[C@H](c4ccc(C(F)(F)F)cc4)[C@@H]4C(=O)N(Cc5ccccc5)C(=O)[C@@H]43)C2=O)cc1	-8	4	0	-24	2.3	0	-3	5	0	4
24	Cc1nn(C)cc1C(C(=O)NC1CCCCC1)N(C(=O)Cc1cccs1)c1ccc(Cl)cc1 (configuration not stated)	1	1	-14	3	-0.9	-2	-4	-6	0	1
25	CC(=O)Nc1ccc(S(=O)(=O)NNC(=O)C(=O)NNc2ccccn2)cc1	23	1	-3	6	-1.4	3	6	-3	2	-7
26	CCOC(=O)c1ccc(NC(=O)C2CCN(S(=O)(=O)c3ccccc3)CC2)cc1	-2	1	2	0	1.6	0	2	6	-1	3
27	Cc1cc(=O)oc2cc(Oc3ccc(C(N)=O)cc3[N+](=O)[O-])ccc12	4	8	-4	-4	-2.4	-1	-5	-1	1	-2
28	Cc1c(C(=O)N/N=C/c2cccc(O)c2)nnn1-c1nonc1N	-4	1	2	2	-3.8	-1	9	-4	-4	2
29	Cc1ccc(CNC(=O)C2CCN(S(=O)(=O)c3cccnc3)CC2)cc1	1	0	4	6	-2.3	1	2	2	1	-1
30	Cc1ccccc1OCCC(=O)N1CCN(S(=O)(=O)c2ccccc2F)CC1	-3	-8	-1	2	-1.1	-1	-2	-4	10	7
31	O=C(CCCCn1c(=O)c2ccccc2n(Cc2ccc(Cl)cc2)c1=O)NCc1ccco1	-5	-2	4	-2	-0.4	0	-5	3	2	7
32	Nc1c(Cl)cc(C2=NCCn3c2c2ccc([N+](=O)[O-])cc2[n+]3[O-])cc1Cl	12	18	-6	9	-2.3	3	5	-3	4	-2
33	CCOC(=O)c1cnc(SC)nc1Oc1cccc(NS(=O)(=O)c2ccccc2)c1	-6	0	-1	-5	2.1	-3	9	2	-1	3
34	O=C(COC(=O)c1ccccn1)NCc1ccc(Cl)cc1Cl	-11	-1	-1	-4	-2.7	3	10	-5	4	-1
35	CCn1c(SCC(=O)NC2CC2)nnc1-c1ccc(C)cc1	1	-4	-3	2	-3.2	3	-5	1	1	-7
36	O=NN(C(=O)NC1CCC(C(=O)O)CC1)C1CCC(C(=O)O)CC1 (configuration not stated)	1	3	5	·	-0.8	-1	-2	1	2	-2
37	COC(=O)c1cc(-c2c(-c3cc(OC)c(OC)c(OC)c3)noc2C)cc([N+](=O)[O-])c1	2	-4	-7	0	0.3	1	4	-7	-2	3
38	COc1ccccc1NC(=O)Cc1noc(CSc2nnc(C)s2)n1	-4	7	6	-9	0.8	-5	3	8	-1	1
39	CCOc1ccc(/C=N/NC(=O)c2ccoc2C)cc1OC	4	1	3	-4	-1.4	4	8	3	-3	-7
40	Cc1ccc(S(=O)(=O)N(C)c2ccc(OC(=O)c3cccs3)cc2)cc1	-15	3	0	-18	-1.6	-2	2	2	4	10

# In the list so far, these contain a cyano group.
no.	SMILES	mABHD4 FP	rCAG RNA binder	NPR1 activator	HTRA1 inh	PG9 Ab binder	SMARCA2 activ	ASAP1 GAP inh	GC-B act	NR1D1 modulator	ARFGAP1 inhibitor
4	C/C(N)=C(/C#N)C(=O)CSc1nnc(Cc2ccccc2F)n1N	4&9	3&2	5&3	4&6	-3.8&-2.0	4&-1	-7&13	2&0	-1&4	0&9
20	CCOC(=O)CC(=O)CSc1nc(C)cc(-c2cccnc2)c1C#N	3	2	0	-3	0.3	6	3	-5	-4	10

# Next section:
no.	SMILES	mABHD4 FP	rCAG RNA binder	NPR1 activator	HTRA1 inh	PG9 Ab binder	SMARCA2 activ	ASAP1 GAP inh	GC-B act	NR1D1 modulator	ARFGAP1 inhibitor
41	CCN(c1ccc(NC(=O)CCNC(=O)c2ccco2)cc1)C(C)C	1	-10	1	3	-2.4	0	11	0	-6	8
42	Cc1ccc(-c2nn(-c3ccccc3)cc2CNCc2ccccc2)cc1	15	4	-8	·	-2.2	-3	16	-11	-4	11
43	COc1ccc(N=Cc2[nH]c3ccccc3c2O)cc1	1	-6	-7	3	-2.5	-1	3	3	9	12
44	CC(C)OCCCn1c(=NC(=O)c2cccs2)c(C#N)cc2c(=O)n3ccccc3nc21	10	5	2	·	-0.7	-2	-6	0	-3	9
45	O=C(Nc1ccc2c(c1)nc1n2CCN(Cc2ccccc2)C1)NC1CCCCC1	4	3	6	-3	1.1	-3	13	1	1	6
46	CC(C)C[C@H]1CNC(=S)N1CC1CCCN1C[C@H](Cc1ccc(O)cc1)N1C[C@H](Cc2ccccc2)N(CC2CCCCC2)C1=S (some centres not stated)	-1	16	-3	-41	0.0	-2	0	1	11	9
47	O=C(CSc1nnc(-c2ccco2)n1Cc1ccco1)NCc1cccs1	2	-3	-2	2	-0.3	0	3	2	2	-6
48	CCNS(=O)(=O)c1ccc(C(=O)OCC(=O)N2CCCc3ccccc32)cc1	-2	0	-1	-2	-3.6	-4	5	1	-5	-8
49	CC(=O)NC1C(=O)N(C)c2ccc(Br)cc21 (configuration not stated)	-5	-4	-16	-3	1.1	-4	-3	-13	-8	-14
50	Cc1cccc(S(=O)(=O)N2CCCc3ccccc32)c1	-19	-4	-1	-11	0.9	-2	-12	0	-1	-3
51	CCNC(=O)C1(C)CCCN1C(=O)c1ccc(N(C)C)cc1 (configuration not stated)	-8	2	1	·	1.1	-3	6	9	3	1
52	O=C(c1ccccc1)N1CCN(c2ccc([N+](=O)[O-])cc2-n2cccc2)CC1	1	-1	-7	-14	-1.0	-4	12	-4	9	-8
53	Cc1ccc(NS(=O)(=O)c2c(C)ccc3nsnc23)c([N+](=O)[O-])c1	-6	16	6	1	-0.8	-3	-3	-4	3	11
54	COc1cc(OC)cc(C(=O)NC(C(=O)NCCc2ccccn2)C(C)C)c1 (configuration not stated)	-3	-2	0	6	-1.3	4	2	-3	-5	3
55	CCc1c(-c2cccc(Cl)c2)ncn1CCc1ccccc1OC	-2	1	-16	·	2.4	-5	-15	-14	9	-2
56	O=S(=O)(Nc1ccccc1N1CCOCC1)c1ccccc1C(F)(F)F	-1	1	-3	-11	0.4	-1	0	1	1	0
57	Cc1ccc2c(c1)nnn2C1CCN(C(=O)NCc2ccccc2)CC1	-3	-5	-27	1	-3.0	-2	11	-20	0	3
58	COc1ccc(CN2C(=O)C(CC(=O)NCc3cccs3)CC(C(=O)N(C(C)C)C(C)C)=C2C)cc1 (configuration not stated)	6	0	-1	-4	-0.9	-2	1	2	-7	8
59	CCOC(=O)c1ccc2nc(NC(=O)c3ccco3)sc2c1	-10	3	3	-14	-1.4	2	-1	-5	-1	-2
60	OCCN(CCO)c1cc2c3ccccc3ccc2c2ccccc12	30*	8	3	2	-1.2	-4	20	7	2	14
61	O=c1c2c(nc3n1CCCCC3)-c1ccccc1CC21CCCC1	-3	-5	0	-8	1.7	-2	-7	-4	2	0
62	Cc1ccccc1-c1cc(C(=O)NCc2cccc(C(F)(F)F)c2)n(CC2CC(c3cccnc3)=NO2)n1 (configuration not stated)	-35	0	-5	-54	-1.6	0	10	0	4	15
63	COc1ccccc1NC(=O)CCN1C(=O)C2CC=CCC2C1=O (configuration not stated)	-3	-1	2	0	-2.3	-2	4	-2	-3	-2
64	CC1(c2nnc(Cc3ccccc3)o2)CC(c2ccc(F)cc2)=NO1 (configuration not stated)	-2	3	0	-1	-2.9	0	-9	0	-5	7
65	COc1cccc(C2=NOC(C(=O)Nc3ccc4c(c3)OCO4)C2)c1OC (configuration not stated)	14	-1	3	5	-0.8	-2	0	-1	7	3
66	O=C(CCC(=O)N1CCOc2ccccc21)NCCCN1CCCCC1	-3	2	3	-3	0.8	-4	10	3	-6	11

# Screens deposited in PubChem by several laboratories.
